PglD inh: PglD (C. jejuni) enzyme inhibition; 360,000 tested, 0.098% active; inhibition, % at 12.5 µM; purified PglD enzyme, DTNB colorimetric CoA detection; in the data active means inhibition above about 16%, passing the limit was not always enough; further: strong numbers were not always called active
miR122 inh: inhibitors of miR-122 in Huh7 cells; Huh7 miR-122 Renilla luciferase sensor, 48 h; neutral wells = 0, positive control = 100; activation (reporter increase), % at 12.5 µM; 340,000 tested, 0.3% active; AID 602342;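 active means mean replicate activation score at least 90 and every replicate individually at or above 90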;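 further: higher luciferase means less miR-122 activity so hits act as miR-122 inhibitors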
Cneo AK release: Cryptococcus neoformans lysis via adenylate kinase release; 360,000 tested, 0.2% active; lysis activity, % at 15 µM; C. neoformans lysis, adenylate kinase release luminescence, 4 h; normalised: neutral wells 0, clomiphene wells 100;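 active means mean lysis activity across replicates of at least 80%, whatever share of replicates individually reach that level; inactive means mean lysis activity below 80%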
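Schedule: static 4 h at 37 °C with compound, 1 h detection; system: C. neoformans cells; benchmarks: Clomiphene as positive control; buffer or medium: fresh YPD medium; measure: luminescence rise reflecting yeast cell lysis; measured by: luminescent adenylate kinase detection reagent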
E-sel inducer: induces E-selectin expression in human endothelial cells; activation, % at 7.58 µM; 260,000 tested, 0.37% active; P16581; HUVEC E-selectin immunofluorescence imaging; normalized: neutral wells 0, TNF-alpha wells 100;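 active means mean E-selectin-positive cell signal at least 10% of the positive control, reached in at least 60% of replicates, without over 20% cell loss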;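 further: in these data hits start at about 27%; measured in HUVEC primary endothelial cells; signal is the percent of cells scored E-selectin positive by PE staining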
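Assay system: HUVEC primary endothelial cells. Input: 3,000 HUVEC seeded per well. Doses: one compound dose added by pin transfer. Read-out basis: % PE-positive cells. Benchmarks: TNF-alpha high, DMSO low. Detection: immunofluorescence imaging. Buffer or medium: EGM-2, gelatin.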
RAD52 inh: RAD52 (human) annealing inhibition. P43351. recombinant RAD52 DNA annealing, FRET fluorescence. inhibition, % at 18.7 µM. 360,000 tested, 0.46% active;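 active means every replicate showing at least 50% inhibition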
Target sequence (P43351 whole entry, looked up): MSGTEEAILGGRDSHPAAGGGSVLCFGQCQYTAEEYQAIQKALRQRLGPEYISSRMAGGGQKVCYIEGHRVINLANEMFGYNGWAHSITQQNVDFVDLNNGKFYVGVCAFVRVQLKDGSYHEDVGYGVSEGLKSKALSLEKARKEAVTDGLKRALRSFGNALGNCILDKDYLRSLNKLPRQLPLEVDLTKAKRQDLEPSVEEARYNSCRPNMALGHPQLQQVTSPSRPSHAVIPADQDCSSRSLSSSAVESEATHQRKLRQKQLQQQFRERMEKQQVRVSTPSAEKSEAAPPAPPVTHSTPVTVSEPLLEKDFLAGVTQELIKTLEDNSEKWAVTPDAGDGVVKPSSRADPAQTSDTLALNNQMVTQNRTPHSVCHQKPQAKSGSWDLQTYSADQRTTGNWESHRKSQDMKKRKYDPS
ERAP1 HTS inh: inhibitors of human ERAP1 aminopeptidase; Q9NZ08; recombinant ERAP1, Leu-AMC fluorescence, 60 min; inhibition, % at 10.7 µM; 340,000 tested, 0.15% active;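 active means mean replicate inhibition of at least 30%, or all replicates individually reaching that 30% level; inactive means mean below 30% and not every replicate reaching it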;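 further: 0% = neutral control wells and 100% = L-leucinethiol positive control wells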
RAD54 branch: blocks human RAD54 Holliday junction branch migration; FAM/BHQ fluorescence; inhibition, % at 10.4 µM; 360,000 tested, 0.14% active; AID 602329;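 active means mean normalized replicate activity at least 40 and at least half of replicates scoring 40 or more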;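 further: 0% = median of neutral control wells and 100% = median of positive control wells; inhibitors cause a drop in the FAM fluorescence signal; in these data hits start at about 50%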
PGC1a acetyl inh: lowers PGC1a acetylation signal in U2OS cells; AlphaScreen anti-acetyl-lysine; with virally co-expressed GCN5 acetyltransferase; AID 651687; inhibition, % at 15.6 µM; 350,000 tested, 0.17% active;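 active means every replicate shows inhibition of at least 40%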;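 further: 0% = neutral control wells and 100% = positive control wells; some results beyond the cut were filed as inactive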
* = called active by the depositor; . = no result given; [ ] = dose if it differs, or a comment.

cpd	compound	PglD inh	miR122 inh	Cneo AK release	E-sel inducer	RAD52 inh	ERAP1 HTS inh	RAD54 branch	PGC1a acetyl inh
1	O=C(C[n+]1cc(Br)cc(Br)c1)c1ccc(-c2ccccc2)cc1	0	0	1	0.0	-30	-1	-10	4
2	O=C(C[C@H]1CC[C@@H](NC(=O)Nc2ccc(C(F)(F)F)cc2)[C@@H](CO)O1)NCc1ccccn1	-4	.	-4	0.2	0	0	-4	-4
3	C[C@@H]1CCCCO[C@@H](CN(C)Cc2ccc(Cl)c(Cl)c2)[C@@H](C)CN([C@@H](C)CO)C(=O)c2cc(NC(=O)NC3CCCCC3)ccc2O1	-4	-3[16.7 µM]	-1	-0.1	-8	-3	-1	.
4	CN1CCN(C(=O)C[C@@H]2CC[C@@H](NC(=O)Cc3ccccn3)[C@H](CO)O2)CC1	-2	2[16.7 µM]	-8	3.3	-19	-2	6	-10
5	Cc1ccc(S(=O)(=O)N[C@@H](C)C(=O)N2CCC(C(=O)N[C@@H](Cc3ccccc3)C(=O)O)CC2)cc1	0	-1	1	.	-14	-4	2	3
6	COc1ccccc1-c1cc(C(=O)NCc2ccc(Cl)cc2)no1	6	-6	-6	.	.	.	3	-3
7	CNc1nc(C(=O)O)nc(N2CCOCC2)n1	1	1	-1	.	-17	0	-10	4
8	CO[C@H]1CN(C)C(=O)c2ccc(NC(=O)c3cnccn3)cc2OC[C@@H](C)N(CC2CC2)C[C@H]1C	.	.	.	-0.2	-6	0	.	12
9	Cc1ccc(S(=O)(=O)N2CCN(CC(=O)Nc3ccc4c(c3)CCC4)CC2)cc1C	0	-6	1	.	.	.	-13	-5
10	CCC(NC(=O)OC(C)(C)C)C(=O)Oc1ccc2c3c(c(=O)oc2c1)CCC3 (configuration not stated)	7	-8	0	.	.	.	-3	-11
11	CCc1cc2c(CN(C)Cc3ccccc3F)cc(=O)oc2cc1O	-6	.	-2	.	-41	-9	-11	.
12	CC[C@@]1(c2ccccc2)C(=O)N(C(=O)OC)N1C(=O)OC	-1	-1	-1	-0.1	-4	-3	3	4
13	CN(Cc1ccccc1)c1nc2nonc2nc1N1CCCC(CN2CCCC2=O)C1 (configuration not stated)	-5	7	20	-0.8	-19	.	8	-11
14	COc1cccc(/C=N/Nc2nc(Nc3ccc([N+](=O)[O-])cc3)nc(N3CCCC3)n2)c1O	-4	-3	5	.	-6	-3	5	4
15	CCOC(=O)C1=C(CN2CCOCC2)NC(=O)NC1c1cc(C)ccc1C (configuration not stated)	-3	-4	0	.	.	.	3	8
16	N=c1sccn1CC(=O)Nc1ccccc1Cc1ccccc1	-2	1	-2	.	.	.	2	.
17	Cc1ccc(S(=O)(=O)N(Cc2cc3cc4c(cc3[nH]c2=O)OCCO4)CC2CCCO2)cc1 (configuration not stated)	-1	4	4	.	.	.	1	3
18	O=C(C[C@@H]1C[C@H]2c3cc(NC(=O)c4ccc5c(c4)OCO5)ccc3O[C@H]2[C@H](CO)O1)NC1CCCC1	-3	-2[16.7 µM]	1	-0.1	-1	-2	-4	-7
19	CCOc1ccccc1NC(=O)CCNC(=O)c1ccc(Cl)cc1	9	-4	1	.	-6	-1	-2	8
20	[O-][n+]1c2ccccc2c2n1CCN1CCOC21c1ccc(Cl)cc1 (configuration not stated)	1	.	3	0.5	.	.	9	.
21	CC1CCN(C(=O)c2ccccc2SCC(=O)NCC2CCCCC2)CC1	-4	8	0	.	-10	-1	8	2
22	C[C@H](CO)N1C[C@H](C)[C@@H](CN(C)CC2CCCCC2)Oc2ccc(NC(=O)CCCN(C)C)cc2C1=O	-10	-1[16.7 µM]	-2	0.2	4	4	7	-8
23	NC(=O)c1cc([N+](=O)[O-])c(Cl)cc1NCc1cccnc1	4	-1	-1	-0.2	-8	-4	3	2
24	CC(C)N(C(=O)COC(=O)c1cccc(N(C)C)c1)c1ccccc1	4	.	-2	0.3	-9	3	-3	.
25	COC(=O)Cn1cnc2c(cnn2-c2ccc(OC)cc2)c1=O	-5	-2	0	-1.0	-24	-2	6	-7
26	Cc1ccccc1NC(=O)c1sc2nc(N3CCOCC3)c3c(c2c1N)CCCC3	2	-17	-1	.	-8	1	0	-2
27	O=C1C=CCCN1C(=O)/C=C/c1cccc(Br)c1	.	.	-33	.	6	-2	.	46*
28	Cc1ccc(C(C)C)c(OCCNCc2ccccc2)c1	-6	1	3	0.1	-4	4	-1	5
29	Cc1ccc(N)c(C(O)(C(F)(F)F)C(F)(F)F)c1	-1	-11	-2	.	-8	.	-7	5
30	COC(=O)CCNS(=O)(=O)c1ccc2nsnc2c1	-3	8	-6	-0.7	-12	-1	-7	3
31	O=C(c1ccccc1N1CCOCC1)N1CCCC(Nc2ccc(F)cc2)C1 (configuration not stated)	6	-6	-1	-0.1	-1	5	2	-6
32	CCOC(=O)c1nnn2c3ccccc3c(=O)n(C)c12	-5	-1	5	-0.1	-7	-1	8	3
33	CC(C)CC(c1nnnn1CCc1ccccc1)N1CCN(C(=O)c2ccco2)CC1 (configuration not stated)	-7	4	6	.	.	.	-10	.
34	O=C(CSc1nnc(-c2cccc(Br)c2)o1)NCC1CCCO1 (configuration not stated)	2	1	-2	.	-56	-2	0	10
35	Cc1nc2ccccc2c2c1C(=O)N(C)C2=O	-1	1	0	.	-1	-2	-9	-36
36	COCC(=O)N1C[C@H](C)[C@@H](OC)CN(C)C(=O)c2cc(NC(=O)c3ccc(F)cc3)ccc2OC[C@@H]1C	-3	0[16.7 µM]	4	0.3	8	4	3	2
37	CCOC(=O)N1C(=O)[C@@](CC)(c2ccccc2)N1C(=O)OCC	-2	.	7	-0.2	-7	2	0	.
38	COc1ccccc1N1CCN(C(=O)C2c3ccccc3Oc3ccccc32)CC1	-26	24	2	.	.	.	-4	-18
39	Cn1c(S(=O)(=O)c2ccc([N+](=O)[O-])cc2)nc(Br)c1Br	8	-5	-2	-0.3	-7	3	0	-10
40	CCN(CC)CCCNC(=O)c1[nH]c2ccccc2c1Sc1ccc(Cl)cc1	-4	-2	2	.	70*	-3	-3	-12
41	COc1cc(CNC2CCCC2)cc(Cl)c1OCc1ccccc1Cl	1	-24	-1	.	36	1	10	-31
42	CCCn1nc(NC(=O)c2cccs2)c2cc3ccccc3nc21	-1	-5	-3	.	.	.	-4	-3
43	COC(=O)c1ccc(C(=O)OC)c(NC(=S)N2CCCC(CO)C2)c1 (configuration not stated)	-2	3	1	2.6	-3	-3	2	.
44	Cc1noc(C)c1C(=O)N1CCN(S(=O)(=O)c2cccc(Cl)c2Cl)CC1	.	-4	.	-0.4	-12	.	.	6
45	CCOC(=O)c1nc(-c2ccc(OC)c(OC)c2)cnc1C#N	6	-2	-1	-0.6	-1	1	-9	.
46	CCN(CCn1cccn1)C(=O)c1cc(COc2c(F)cccc2F)on1	4	14	2	0.0	-12	-2	-6	-1
47	C[C@H]1CCCCO[C@@H](CN(C)C(=O)c2ccccc2)[C@@H](C)CN([C@@H](C)CO)C(=O)c2cc(NS(=O)(=O)c3ccc(Cl)cc3)ccc2O1	-1	-3[16.7 µM]	0	-0.3	24	0	-3	6
48	COc1ccc(NC(=O)Nc2cccc3c2O[C@@H](CN(C)Cc2ccc(Oc4ccccc4)cc2)[C@@H](C)CN([C@@H](C)CO)C3=O)cc1	-4	-9[16.7 µM]	-3	.	43	1	10	-1
49	Cc1ccccc1-c1ccc([C@H]2[C@H]3CN(S(=O)(=O)c4cn(C)cn4)CCCCN3[C@H]2CO)cc1	1	11[16.7 µM]	0	0.1	-9	-2	3	-3
50	Cc1ccc(Cc2c(-c3cccc(Br)c3)nc3ccc(Br)cn23)cc1	3	6	-1	-0.1	-34	-1	3	-16
51	C[C@@H]1CN([C@@H](C)CO)C(=O)c2cc(NC(=O)Nc3ccc(F)cc3)ccc2O[C@@H]1CN(C)S(C)(=O)=O	-1	5[16.7 µM]	48	-2.7	18	-5	-1	6
52	CCC(=O)Nc1ccc2c(c1)OC[C@@H](C)N(CC1CCOCC1)C[C@@H](C)[C@@H](OC)CN(C)C2=O	-1	-7[16.7 µM]	47	-0.1	8	-2	20	-10
53	CCC(C)NC(=O)Cn1cnc2sc(C)c(S(=O)(=O)N3CCN(c4ccccc4OC)CC3)c2c1=O (configuration not stated)	1	-9	5	.	-8	-3	7	.
54	Cc1cc(Cl)ccc1OC(C)C(=O)Nc1ccc(C(=O)Nc2ccccc2C(=O)O)cc1 (configuration not stated)	4	.	-1	0.1	-17	-1	-15	.
55	C[C@H]1CN([C@@H](C)CO)S(=O)(=O)c2ccc(C3=CCCC3)cc2O[C@@H]1CN(C)C(=O)CC1CC1	5	25[16.7 µM]	45	0.2	-9	4	-3	3
56	CCOc1[nH]n(-c2ccccc2)c(=O)c1C=NCc1cccnc1	0	5	0	.	-7	6	-5	.
57	COc1ccc(CCNC(=O)Nc2ccc(F)cc2F)cc1OC	-10	-5	-1	1.3	-12	-3	-1	.
58	CC(C)CC#Cc1cnc2c(c1)C(=O)N([C@@H](C)CO)C[C@H](C)[C@@H](CN(C)S(=O)(=O)c1ccccc1)O2	0	14[16.7 µM]	-6	0.2	13	-2	-5	0
59	O=C(c1ccc(Cl)cc1)c1c[nH]c(C(=O)C(Cl)(Cl)Cl)c1	8	0	0	.	.	.	-2	9
60	CC(C)(C#N)NC(=O)C(=O)c1c(-c2ccccc2)cc2ccccn12	-12	3	0	-2.0	-1	1	7	1
61	COc1ccccc1NC(=O)N1CC(=O)N2[C@H](CO)[C@@H](c3ccc(-c4ccc(F)cc4)cc3)[C@H]2C1	.	.	.	-0.3	0	0	.	-2
62	CC1Cc2ccccc2N1CC(=O)Nc1ccc2c(c1)OCO2 (configuration not stated)	4	2	-4	.	.	.	-8	4

Some entries already given with just RAD54 branch.
entry | SMILES | RAD54 branch
51 | C[C@@H]1CN([C@@H](C)CO)C(=O)c2cc(NC(=O)Nc3ccc(F)cc3)ccc2O[C@@H]1CN(C)S(C)(=O)=O | -1
52 | CCC(=O)Nc1ccc2c(c1)OC[C@@H](C)N(CC1CCOCC1)C[C@@H](C)[C@@H](OC)CN(C)C2=O | 20
53 | CCC(C)NC(=O)Cn1cnc2sc(C)c(S(=O)(=O)N3CCN(c4ccccc4OC)CC3)c2c1=O (configuration not stated) | 7
54 | Cc1cc(Cl)ccc1OC(C)C(=O)Nc1ccc(C(=O)Nc2ccccc2C(=O)O)cc1 (configuration not stated) | -15

Screening results (PubChem)
